Bioassay records (PubChem BioAssay)
sEH inh: soluble epoxide hydrolase inhibitors, primary screen, biochemical, human sEH | Bifunctional epoxide hydrolase 2 (Homo sapiens), P34913 | 91,000 tested, 0.34% active | recombinant human sEH enzymatic activity assay | inhibition, % at 2 µM | AID 707, 2007; in the data active means inhibition above about 80%; further: values of inactives mirror those of a sister screen read the other way; many of its hits are not listed in these tables
Target sequence (P34913 whole entry, looked up): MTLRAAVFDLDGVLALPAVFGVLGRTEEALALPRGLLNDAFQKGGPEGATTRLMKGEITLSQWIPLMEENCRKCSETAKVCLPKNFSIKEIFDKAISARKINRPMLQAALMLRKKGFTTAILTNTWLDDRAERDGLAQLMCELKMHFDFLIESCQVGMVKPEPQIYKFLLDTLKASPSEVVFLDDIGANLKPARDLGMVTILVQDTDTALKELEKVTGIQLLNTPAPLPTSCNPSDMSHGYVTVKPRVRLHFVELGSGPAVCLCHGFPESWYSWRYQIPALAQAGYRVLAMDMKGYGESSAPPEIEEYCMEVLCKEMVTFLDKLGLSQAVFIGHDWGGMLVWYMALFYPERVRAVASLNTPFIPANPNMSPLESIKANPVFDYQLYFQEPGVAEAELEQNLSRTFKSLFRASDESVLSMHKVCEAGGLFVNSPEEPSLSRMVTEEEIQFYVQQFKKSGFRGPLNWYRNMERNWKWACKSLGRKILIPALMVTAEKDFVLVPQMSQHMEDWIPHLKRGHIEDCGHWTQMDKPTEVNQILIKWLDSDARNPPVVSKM
CYP2C19 act: human CYP2C19 activators, primary screen, biochemical, luminescence | Cytochrome P450 2C19 (Homo sapiens), P33261 | 96,000 tested, under 10 active | recombinant CYP2C19, luciferin-H EGE luminescence; stronger effect = higher value; 0 = fully inhibited enzyme, 1 = untreated enzyme | activation factor at 5 µM;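 active means activation factor of at least 2 at 5 µM in the primary screen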;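 further: 0 = wells with 2.5 mM tranylcypromine and 1 = vehicle-only wells; values of inactives mirror those of a sister screen read the other way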
CYP2C19 inh: blockers of cytochrome P450 2C19 activity – biochemical, luminescence, ADME assay, primary screen; P33261; CYP2C19 Supersomes, luciferin-H EGE luminescence, 30 min; inhibition, % at 5 µM; 96,000 tested, 21% active; AID 778, 2007;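 active means CYP2C19 inhibition above a set limit at 5 µM in the primary screen, cut at about 50% in these data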;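 further: plate controls were negative control wells for no effect and 2.5 mM tranylcypromine positive control for full effect; values of inactives mirror those of a sister screen read the other way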
PostGolgi yeast: phenotypic screen on post-Golgi transport, primary screen; post-Golgi transport phenotypic cell assay; inhibition, % at 10 µM; 98,000 tested, 0.9% active; AID 739, 2007;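 further: yeast cells grown in 1536-well plates; yeast grown about 18 h at 30C before absorbance read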
sEH activator: soluble epoxide hydrolase activators, primary screen, biochemical, human sEH; purified human sEH enzymatic activity, activator screen; activation, % at 2 µM; 91,000 tested, 0.04% active; Bifunctional epoxide hydrolase 2 (Homo sapiens), P34913; in the data active means activation above about 37%; further: values of inactives mirror those of a sister screen read the other way
S1P2 antag: human S1P2 receptor antagonists, primary screen, cell-based; Sphingosine 1-phosphate receptor 2 (Homo sapiens), O95136; cell-based S1P2 antagonist assay, inhibition at 5 uM; inhibition, % at 5 µM; 97,000 tested, 0.21% active; AID 736, 2007; in the data active means inhibition above about 45%;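 further: CRE beta-lactamase reporter cells expressing human S1P2 stimulated with S1P; 0% = agonist at EC80 alone and 100% = agonist plus reference antagonist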
Target sequence (O95136 whole entry, looked up): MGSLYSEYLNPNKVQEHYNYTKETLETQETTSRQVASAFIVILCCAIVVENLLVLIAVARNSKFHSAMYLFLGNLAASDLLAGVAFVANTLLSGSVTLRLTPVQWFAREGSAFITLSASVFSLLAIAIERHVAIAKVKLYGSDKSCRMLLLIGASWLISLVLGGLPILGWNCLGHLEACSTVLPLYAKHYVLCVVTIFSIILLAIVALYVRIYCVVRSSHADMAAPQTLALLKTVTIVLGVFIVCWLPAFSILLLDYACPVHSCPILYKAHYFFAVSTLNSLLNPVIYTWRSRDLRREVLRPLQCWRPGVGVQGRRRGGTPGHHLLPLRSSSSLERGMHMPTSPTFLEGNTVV
hDAT+cocaine: changed hDAT dopamine uptake under cocaine IC80, either direction, primary screen, cocaine antagonist project, cell-based, LLC-PK1 hDAT, [14C]-dopamine uptake, MLSMR | B-score at 10 µM | 110,000 tested, 1.3% active | LLC-PK1 hDAT cells, [14C]-dopamine uptake with cocaine IC80; actives deviate in either direction | AID 449768, 2010 | Sodium-dependent dopamine transporter (Homo sapiens), Q01959;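 active means Z score or B-score, a plate-position-corrected score, falls beyond the plate's 99.7% confidence bounds, in either direction; inactive means both scores lie inside the 99.7% bounds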;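 further: scored against the spread of the other compound wells on the same plate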
S1P2 ag: S1P2 receptor agonists, primary screen, cell-based | activation, % at 4.5 µM | 97,000 tested, 0.46% active | AID 729, 2007 | S1P2-expressing cell line, agonist reporter read-out; in the data active means activation above about 16%;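 further: 0% = vehicle low control and 100% = maximal reference agonist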
PostGolgi ctrl: growth inhibition of yeast control strain, primary screen, counter-screen for post-Golgi transport modulator project; inhibition, % at 10 µM; efflux-deficient yeast background strain, growth absorbance A615, 16 h; 98,000 tested, 5% active
The depositor's hits bear a star; · = not tested or not shown. Unless noted, no stated cut-off is given here; in the data, active means inhibition above about 30%; inactive means the rest.

Results follow in this order: CYP2C19 act	PostGolgi ctrl	sEH inh	S1P2 ag	sEH activator	S1P2 antag	PostGolgi yeast	CYP2C19 inh	hDAT+cocaine
- COc1cc2nc(SCc3ccc(C(F)(F)F)cc3)n(Cc3cccs3)c(=N)c2cc1OC
    1.1	0.0	-7.0	16.2*	8.9	10.3	1.9	-11.0	-1.07
- Cc1sc2ncnc(OCC(=O)NC(C)C)c2c1C
    0.9	0.1	7.4	-4.6	-6.2	-11.7	-6.1	10.6	-1.07
- CC1=CC(C)(C)N(C(=O)CSc2ncn[nH]2)c2ccccc21
    0.5	-4.6	13.1	0.5	-13.0	13.9	8.3	47.5	-0.24
- O=C(Nc1ccc(-c2nc3ccccc3o2)cc1)c1ccc(N2C(=O)C3C4C=CC(C4)C3C2=O)cc1 (centres undefined)
    1.2	8.7	-3.2	-3.4	4.2	-11.8	-11.8	-19.2	-1.39
- Nc1nc2c3ccccc3nc(C3CC3)n2n1
    0.7	1.1	-2.2	24.3*	3.9	-66.9	-1.9	34.5	0.13
- Cc1cc(C(=O)C(=O)NC(C)C)c(C)n1-c1ccc([N+](=O)[O-])cc1
    1	4.2	8.0	-5.6	-7.0	17.6	-1.0	-1.0	-0.012
- COC(=O)CSc1nnc([C@H](CC(C)C)NC(=O)OC(C)(C)C)o1
    0.3	3.6	6.3	-5.0	-7.4	10.1	-4.9	65.7*	-0.377
- CCN(CC)CCN1C(=O)C(O)=C(C(=O)c2cc3ccccc3o2)C1c1cccnc1 (centres undefined)
    1.2	6.5	-6.6	-1.5	6.4	10.0	0.3	-18.8	1.19
- O=c1c(O)c(-c2cccs2)oc2ccccc12
    0.9	3.0	6.4	-6.1	-7.1	14.5	-6.1	11.0	-0.00395
- CC(C)NC(=O)c1onc(CSc2ccccc2)c1C(=O)O
    0.9	25.6	3.2	-6.2	2.5	-7.3	-3.0	7.9	0.567
- CCC(=O)c1cc(F)c(N2CCN(C(=O)c3ccco3)CC2)cc1C
    0.6	10.0	·	·	·	·	12.5	36.8	0.231
- CC1C(c2ccccc2)N(C)CCC12NC(=O)NC2=O (centres undefined)
    0.9	4.9	13.4	-5.9	-12.2	-9.5	0.2	7.8	-0.539
- CC(C)c1ccc(CN(C(=O)C2COc3ccccc3O2)C2CCS(=O)(=O)C2)cc1 (centres undefined)
    1	63.1*	6.7	0.7	-6.8	1.4	0.6	4.9	0.0344
- COc1ccc(NC(=O)c2ccc(CNc3c(NC4CCCCC4)c(=O)c3=O)cc2)cc1OC
    0.8	3.9	-22.3	-1.4	20.4	-1.5	-6.4	20.1	1.34
- O=C(NCCc1ccccc1)C1CCCN(S(=O)(=O)c2cccnc2)C1 (centres undefined)
    0.9	5.3	42.5	-6.2	-41.3	-2.8	2.3	11.6	-0.597

In the list so far, these have a furan ring, fused or not:
Results follow in this order: CYP2C19 act	PostGolgi ctrl	sEH inh	S1P2 ag	sEH activator	S1P2 antag	PostGolgi yeast	CYP2C19 inh	hDAT+cocaine
- CCN(CC)CCN1C(=O)C(O)=C(C(=O)c2cc3ccccc3o2)C1c1cccnc1 (centres undefined)
    1.2	6.5	-6.6	-1.5	6.4	10.0	0.3	-18.8	1.19
- CCC(=O)c1cc(F)c(N2CCN(C(=O)c3ccco3)CC2)cc1C
    0.6	10.0	·	·	·	·	12.5	36.8	0.231

Following part.
Results follow in this order: CYP2C19 act	PostGolgi ctrl	sEH inh	S1P2 ag	sEH activator	S1P2 antag	PostGolgi yeast	CYP2C19 inh	hDAT+cocaine
- O=C(NCc1ccc2c(c1)OCO2)c1ccc(Cl)c(S(=O)(=O)N2CCOCC2)c1
    0.6	-2.8	67.5	-5.3	-67.7	16.5	10.5	38.1	0.253
- CS(C)(=O)=NS(=O)(=O)c1ccc(Cl)cc1
    0.9	2.7	3.3	-3.7	-4.1	1.1	-5.3	6.8	0.0089
- CCCCN(CC)C(=O)CSc1nc2ccccc2c(=O)n1CC1COc2ccccc2O1 (centres undefined)
    0.5	5.2	-14.5	-0.6	12.8	9.8	1.4	47.4	0.3
- C=CCn1c(=O)/c(=C/c2ccc(F)cc2)s/c1=C(\C#N)c1nnc2n1CCCCC2
    0.9	22.4	-0.9	-4.8	-0.4	9.9	-1.0	10.8	1.84
- O=C(COc1ccc(S(=O)(=O)N2CCCCC2)cc1)NCc1ccncc1
    0.1	4.8	-7.5	-2.8	5.2	-3.0	2.0	92.5*	-0.573
- COc1ccc(OC)c(N(CC(=O)Nc2ccc(NC(C)=O)cc2)S(C)(=O)=O)c1
    1	30.6*	9.8	-2.6	-7.5	11.8	5.2	0.3	-0.0392
- CCC1CCCCN1CCCNC(=O)C1CCC(Cn2c(=O)[nH]c3ccccc3c2=O)CC1 (centres undefined)
    0.9	5.2	19.1	-2.6	-20.1	-9.6	5.0	6.0	-0.457
- CCOC(=O)c1ccc(N2C(=O)CC(N3CCC(O)(c4ccc(Br)cc4)CC3)C2=O)cc1 (centres undefined)
    1	-7.3	-3.6	-7.6	2.1	46.4*	-3.6	0.1	0.0481
- COC(=O)c1ccc(/C=C/C(=O)c2ccc(OC)cc2)cc1
    0.5	8.2	2.8	-4.8	-2.1	15.1	0.8	52.6*	-0.00919
- COCCOCC(O)CN1CCN(c2ccccc2)CC1 (centres undefined)
    1.1	8.2	·	-3.7	·	-1.6	1.6	-13.0	-0.0256
- COc1ccc(CCNCc2ccc(OCc3ccc(Cl)nc3)c(OC)c2)cc1OC
    0.7	-0.1	-4.4	-3.2	5.7	28.4	-3.0	25.4	1.2
- O=C(C(Cl)Cl)N1c2ccccc2OCC1c1ccccc1 (centres undefined)
    0.2	5.8	4.8	-1.0	-2.6	-0.8	2.3	77.8*	-0.0782
- COc1cc(OC)c(NC(=O)CCNC(=O)Cn2ccc3ccccc3c2=O)cc1Cl
    1	-4.0	9.0	-5.6	-11.7	-2.9	-0.8	0.9	-0.937
- N#Cc1c(-c2cccnc2)c2c([nH]c1=S)CCCC2
    1	-8.5	·	-2.7	·	-0.5	-4.4	-0.8	-0.0086
- COc1cnn(-c2cc(Oc3ccc(C)cc3)ncn2)c(=O)c1Cl
    0.3	8.8	0.7	-2.1	0.9	0.5	9.6	74.0*	-1.1

Other results follow:
Results follow in this order: CYP2C19 act	PostGolgi ctrl	sEH inh	S1P2 ag	sEH activator	S1P2 antag	PostGolgi yeast	CYP2C19 inh	hDAT+cocaine
- Cc1ccc2c(c1)NC(=O)C(CC(=O)N(C)Cc1ccccc1)O2 (centres undefined)
    0.6	-2.1	4.0	0.6	-3.4	7.4	9.1	38.2	-0.0558
- O=C(c1cc2ccccc2o1)N1CCN=C1SCc1cccc(F)c1
    1.1	-1.0	-1.6	-2.1	0.0	2.9	1.8	-8.4	-0.239
- CC(=O)Nc1c(O)[nH]c2ccccc12
    1.1	4.6	-1.5	-1.6	4.8	-6.3	-20.0	-11.5	-0.739
- Cc1occc1-c1nnc(SCC(=O)c2c[nH]c3ccccc23)n1C
    0	3.5	·	-6.8	·	23.1	-2.0	98.4*	-0.604
- COC(=O)C1=C(C)N(CCc2ccccc2)C(=O)C1(NS(=O)(=O)c1ccc(NC(C)=O)cc1)C(F)(F)F (centres undefined)
    1	-10.4	2.7	-0.6	-3.9	-1.9	-6.6	4.1	0.377
- CC(=O)N1CCc2cc(S(=O)(=O)NC(CC(C)C)C(=O)Nc3ccc4c(c3)OCCO4)ccc21 (centres undefined)
    0.5	-1.2	·	·	·	·	-0.6	49.1	-0.0248
- O=C1CCCC2=C1C(c1ccc(OS(=O)(=O)c3ccc(Cl)cc3)cc1)C1=C(CCCC1=O)O2
    1.1	11.0	1.6	-3.8	-2.0	-3.5	-5.2	-10.5	1.03
- C/C(=N\OC(=O)c1ccc(Cl)cc1)c1sc(-c2ccccc2)nc1C
    1	4.2	-8.4	-0.6	8.7	7.5	0.0	-1.2	-1.5
- Cc1ccc(CNC(=O)C2CCCN(C(=O)N(C)C)C2)cc1 (centres undefined)
    0.8	6.5	28.5	-2.4	-29.4	-27.9	-3.2	20.9	-0.363
- COCc1[nH]nc2c1C(c1ccccc1Cl)C(C#N)=C(N)O2 (centres undefined)
    0.5	5.2	-6.3	-1.1	5.5	16.3	4.8	47.3	-0.0409
- COc1ccc(CNC(=O)C(NS(=O)(=O)c2ccc3c(c2)CCCN3C(C)=O)C(C)C)cc1 (centres undefined)
    1	-1.1	·	-7.5	·	0.2	5.0	-0.6	-0.0352
- O=C(Cc1ccc2c(c1)CCCC2)Nc1ccccc1Br
    0.9	22.9	-0.2	-9.5	2.6	19.1	5.3	14.1	0.375
- Cn1ccnc1SCC(=O)NC1CCCCC1
    0.1	5.2	-4.5	-3.9	4.1	14.4	-2.6	91.9*	0.951
- COc1cc(C)nc(NC(=O)COc2ccc(Cl)cc2C)n1
    0.7	-3.8	-12.8	-8.3	12.9	-0.7	5.7	33.5	-0.24
- C=CCn1c(SCC(=O)N2CCOCC2)nc(O)cc1=O
    1.2	7.1	·	-6.2	·	5.5	3.0	-20.6	0.00593

(more compounds)
Results follow in this order: CYP2C19 act	PostGolgi ctrl	sEH inh	S1P2 ag	sEH activator	S1P2 antag	PostGolgi yeast	CYP2C19 inh	hDAT+cocaine
- Cn1c(SCC(=O)N2CCc3ccccc32)nnc1C1CC1
    0.2	3.8	-5.9	-7.1	7.1	22.6	1.6	76.2*	0.144
- COc1cccc(-c2cc(C(=O)N3CCN(C(c4ccccc4)c4ccccc4)CC3)no2)c1
    1.1	1.2	-8.9	-8.5	5.5	26.3	38.1*	-14.7	-0.076
- CCn1c(SCC(=O)NC(C)(C)C)nnc1-c1ccoc1C
    ·	·	-20.6	-2.6	18.5	11.6	·	·	-0.179
- O=C(O)CC1S/C(=N\N=C/c2ccccc2)N(c2ccc(O)cc2)C1=O (centres undefined)
    1.2	-1.3	6.2	-5.8	-8.1	-0.9	-3.4	-18.3	-0.492
- CN1CCN(CC(C)(C)NS(=O)(=O)c2ccc(Cl)cc2)CC1
    0.1	2.3	-9.7	-15.6	7.1	18.8	4.5	94.8*	-0.9

Record cards (already shown). Screens in order: CYP2C19 act, PostGolgi ctrl, sEH inh, S1P2 ag, sEH activator, S1P2 antag, PostGolgi yeast, CYP2C19 inh, hDAT+cocaine
Record of `CN1CCN(CC(C)(C)NS(=O)(=O)c2ccc(Cl)cc2)CC1` → 0.1, 2.3, -9.7, -15.6, 7.1, 18.8, 4.5, 94.8*, -0.9
Record of `O=C(O)CC1S/C(=N\N=C/c2ccccc2)N(c2ccc(O)cc2)C1=O` (centres undefined) → 1.2, -1.3, 6.2, -5.8, -8.1, -0.9, -3.4, -18.3, -0.492
Record of `COc1cccc(-c2cc(C(=O)N3CCN(C(c4ccccc4)c4ccccc4)CC3)no2)c1` → 1.1, 1.2, -8.9, -8.5, 5.5, 26.3, 38.1*, -14.7, -0.076
